# Pf growth 96h: Primary qHTS for delayed death inhibitors of the malarial parasite plastid, 96 hour incubation; P. falciparum luciferase reporter growth, 96 h; Potency, µM (doses to about 28.7 µM), without a hit: at the highest dose activity change, negative = inhibition, hits mostly inhibitors; 320,000 compounds, 6.9% hits; also: potency is read from the fitted curve at half-maximal effect; % is scaled to controls: 0 for no effect and ±100 for the full control effect
#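 Two-generation exposure (96 h) targets delayed-death phenotype. Reporter parasites carrying integrated firefly luciferase, in red cells at 2% hematocrit and 0.05% parasitemia final, kept at 37 C, 5% CO2; luminescence loss indicates inhibition.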
# CHX counter: Cycloheximide Counterscreen for Small Molecule Inhibitors of Shiga Toxin | cell reporter, cycloheximide protein synthesis inhibition counterscreen | max response, % | 300,000 compounds, 12% hits | AID 2314, 2010; in the data active = max response mostly above about 13%, no sharp cut-off; inactive = mostly below about 14%; also: read at 38.3 µM for the half of the compounds with a filed dose; 0% is about no effect
# HCV inhibitor: qHTS Assay for Inhibitors of Hepatitis C Virus (HCV); Huh7.5.1 HCVcc-Cre infection, luciferase reporter, 44 h; Potency, µM (titrated, usually from 41.8 µM), for inactives: at the highest dose activity change, negative = inhibition, usual class: inhibitors; 340,000 compounds, 3.4% hits; AID 651820, 2012; also: potency is read from the fitted curve at half-maximal effect; % is scaled to controls: 0 for no effect and ±100 for the full control effect
#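 HCVcc-Cre virus at an moi near 0.5 was added right after compound to cells cultured 4 h from seeding (1,000 cells/well). Luciferase activity was determined 44 h later, 15 min after substrate addition at RT.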
# Shiga inhibitor: A qHTS for Small Molecule Inhibitors of Shiga Toxin; Vero cells, Shiga toxin protein synthesis inhibition reporter; 290,000 compounds, 9.2% hits; inhibition, % at 38.7 µM; AID 2315, 2010; in the data active = inhibition mostly above about 28%, no sharp cut-off; inactive = mostly below about 43%; also: 0% is about no effect
# Pf growth 48h: Primary qHTS for delayed death inhibitors of the malarial parasite plastid, 48 hour incubation. Potency, µM (doses to about 28.7 µM), without a hit: at the top dose activity change, negative = inhibition, usual class: inhibitors. P. falciparum luciferase growth in erythrocytes, 48 h. 310,000 compounds, 5.9% hits; also: potency is read from the fitted curve at half-maximal effect; % is scaled to controls: 0 for no effect and ±100 for the full control effect
#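 Compounds are pin-transferred into medium, infected erythrocytes (2% hematocrit, 0.1% parasitemia final) are added, and plates sit one parasite generation at 37 C in 5% CO2. Detection reagent is then added and luminescence measured.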
# Giardia FBPA inh: qHTS Assay for Inhibitors of Fructose-1,6-bisphosphate Aldolase from Giardia Lamblia; Potency, µM (titrated, usually from 59.6 µM), for inactives: at the top dose activity, negative = inhibition, most hits filed as inhibitors; purified Giardia FBPA; 290,000 compounds, 0.71% hits; AID 2451, 2010; also: potency is read from the fitted curve at half-maximal effect; % is scaled to controls: 0 for no effect and ±100 for the full control effect; nearly all actives have a fitted effect of over 55% in size
# Target sequence (A8B2U2 whole entry, looked up): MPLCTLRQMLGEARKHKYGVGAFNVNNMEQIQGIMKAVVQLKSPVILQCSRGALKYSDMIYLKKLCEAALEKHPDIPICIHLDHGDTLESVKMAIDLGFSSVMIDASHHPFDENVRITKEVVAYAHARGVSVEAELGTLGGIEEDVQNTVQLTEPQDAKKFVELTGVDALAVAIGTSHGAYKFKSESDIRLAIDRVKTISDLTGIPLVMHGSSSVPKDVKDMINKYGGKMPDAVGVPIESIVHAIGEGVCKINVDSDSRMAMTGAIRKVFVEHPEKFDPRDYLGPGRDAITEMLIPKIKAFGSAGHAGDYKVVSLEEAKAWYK
#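 40 nM FBPA preincubated 10 min at RT with compound (up to 57.5 uM final), then substrate plus GAPDH/TPI/NAD/arsenate coupling and diaphorase/resazurin added. Fluorescence read after 20 min at RT, 525/598 nm.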
# Starred values were filed as active, the others as inactive; ? = inconclusive; nt = no result given; & = joins results of further samples; [ ] = another dose, or the depositor's remark. Unless noted, calls follow the shape of the dose curve; as a rule, active = well fitted curve in the direction sought with a large enough effect; inconclusive = small, poorly fitted or top-dose-only effect, or another doubt; inactive = no such curve, though single readings can be large; an effect the other way counts as inactive or inconclusive.
entry	SMILES	Shiga inhibitor	Pf growth 48h	HCV inhibitor
1	CC(C)(C)OC(=O)N1CCC(Cc2cc(-c3cccnc3)no2)(C(=O)O)CC1	nt	25%	-2%
2	COc1ccc(Br)cc1C1NC(=O)NC(C)=C1C(=O)N(C)C (configuration not stated)	-12	nt	1%
3	CN(Cc1ccno1)C(=O)CC1C(=O)NCCN1CC(c1ccccc1)c1ccccc1 (configuration not stated)	8	?	6%
4	CCCCC(=O)Nc1ccccc1C#N	-17	-15%	36%[activator]
5	CC1(C)C(=O)C2(CCCCC2)C(=O)OC1c1ccc(O)cc1 (configuration not stated)	-23	-11%	2%
6	CN(C(=O)CCN1C(=O)C2C3C=CC(C3)C2C1=O)c1ccccc1 (configuration not stated)	-1	7%	24%
7	CC(C)c1ccc2c(c1)C(=O)NC(C)(C)C2	45	nt	2%
8	COc1cccc(CN2CCN(C(=O)c3oc4c(F)cccc4c3C)CC2=O)c1	11	-11%	-2%
9	Cc1nn(-c2ccc(F)cc2)c2nc(N)c(C#N)c(-c3ccc(O)c(O)c3)c12	-21	10µM*	?
10	CCc1nc(Nc2cccc(OC)c2)c2oc3ccccc3c2n1	27	?	?

entry	CHX counter	Giardia FBPA inh	Pf growth 96h
1	nt	nt	75%[activator]
2	-3	2%	-7%
3	-2	-17%	-2%
4	-3	1%	nt
5	-3	0%	?
6	-6	0%	121%[activator]
7	8	1%	?
8	6	5%	-9%
9	6	-26%	10µM*
10	22*	-17%	?

# Following part:
entry	SMILES	Shiga inhibitor	Pf growth 48h	HCV inhibitor
11	O=C(NCC1CCCO1)Nc1ccc2c(c1)OCO2 (configuration not stated)	43*	82%[activator]	13%
12	CCn1c(/C=N/NC(=O)c2ccc(OC)cc2)nc2ccccc21	15	?	18µM*
13	CC(C)C(=O)NCCc1nc2ccccc2n1CCOc1ccccc1	-9	0%	11%
14	COc1ccc(CNC(=O)C2CCN(S(=O)(=O)c3ccc(SC)cc3)CC2)cc1	-10	?	-5%
15	COc1cc(CNCCc2c[nH]c3ccccc23)cc(OC)c1	-10	-10%	?
16	O=C1N=C(c2ccccc2)S/C1=C\c1cccs1	17	nt	-5%
17	Cc1cc2ccccc2n1CCNC(=O)C(C)Oc1ccccc1 (configuration not stated)	2	?	-23%
18	CC(C)NC(=O)CCc1nc2cccnc2n1-c1ccccc1	-6	10%	8%
19	CCc1ccc(-c2nn(-c3ccccc3)cc2C2SCC(=O)N2Cc2ccco2)cc1 (configuration not stated)	3	nt	?
20	COc1cc2c(cc1OC)C(SC)=NC(C)(C)C2	-8	?	?

entry	CHX counter	Giardia FBPA inh	Pf growth 96h
11	7	-3%	?
12	-2	6%	?
13	-1	5%	24%
14	10	nt	2%
15	1	-22%	-29%
16	12	-18%	39%
17	11	-14%	?
18	-4	2%	5%
19	8	-1%	-100%
20	-5	2%	20%

# (list continues)
entry	SMILES	Shiga inhibitor	Pf growth 48h	HCV inhibitor
21	CCOc1cc(NC(=S)NCC2CCCO2)c(OCC)cc1NC(=O)c1cccc(C)c1 (configuration not stated)	-9	?	?
22	C[n+]1ccc(/C=C/c2cccs2)cc1	29	2.9µM*	?
23	CC(=O)Nc1ccc(S(=O)(=O)N2CCN(C(=O)N3CCCCCC3)CC2)cc1	-8	?	4%
24	C=CCC1(CC=C)CCCN1C(=O)c1cc(COc2ccc(F)c(F)c2)on1	12	?	?
25	CC(=O)Nc1ccc(CN2CCN(Cc3ccc(C)cc3)C(CCO)C2)cc1 (configuration not stated)	-12	-8%	7%
26	COCC(C)NC(=O)C1CC(=O)N(c2ccc(C)cc2)C1 (configuration not stated)	-11	11%	22%
27	O=c1cc(C(F)(F)F)nc(SCc2cccnc2)[nH]1	-9	23%	14%
28	O=S(=O)(Cc1ccccc1)NCCc1ccc(F)cc1	-1	7%	-5%
29	CC1(C)Cc2c(C#N)c(SCC(=O)c3ccccc3)nc(N3CCOCC3)c2CS1	6	2.3µM*	?
30	CCOC(=O)c1c(-c2ccncc2)csc1N	-3	-14%	-2%

entry	CHX counter	Giardia FBPA inh	Pf growth 96h
21	-3	-9%	12µM*
22	-2	-4%	2.3µM*
23	-3	6%	nt
24	3	-14%	-12%
25	1	3%	-21%
26	1	3%	?
27	-3	-29%	8%
28	2	5%	0%
29	4	-11%	?
30	-3	-10%	-63%

# Additional structures
entry	SMILES	Shiga inhibitor	Pf growth 48h	HCV inhibitor
31	Cc1cc(C)c2[nH]c(O)c(N=NC(=O)c3cc4c(s3)CCCC4)c2c1	-17	35%[activator]	9%
32	CCOc1ccc(NC(=S)N2C3CCCC2CC(NC(=O)C2CC2)C3)cc1 (configuration not stated)	-16	-30%	-1%
33	O=C(NCCO)c1ccc(Cl)c(Cl)c1	-24	14%	23%
34	Cc1cc(C)n(CCn2nc(C)cc2C)n1	-1	0%	-10%
35	COCCNC(=O)c1nc2c(nnn2Cc2cc(C)ccc2C)c(=O)[nH]1	2	-5%	-5%
36	COc1ccc(C(=O)Nc2cc(C(=O)NCCc3ccccc3)ccc2Cl)cc1	35	-2%	8.9µM*
37	CC[C@H](C)[C@H](NC(=O)OCc1ccccc1)C(=O)OCC(=O)N(C)CC(=O)Nc1ccccc1Cl	nt	12%	-12%
38	Cc1cc(C)nc(N2C(=O)CC(C(C)c3ccccc3)C2=O)n1 (configuration not stated)	-10	8%	8%
39	CC1CN(C(=O)c2ccc(NS(=O)(=O)c3ccc(C(C)(C)C)cc3)cc2)CC(C)O1 (configuration not stated)	3	?	-7%
40	O=C(NCc1ccc(Cl)cc1Cl)C1CC(=O)N(Cc2ccccc2)C1 (configuration not stated)	-10	23%	-26%

entry	CHX counter	Giardia FBPA inh	Pf growth 96h
31	-2	7%	?
32	0	-27%	31%[activator]
33	-6	2%	15µM*
34	-3	-1%	3%
35	-4	-13%	9.3µM*
36	29*	1%	nt
37	nt	nt	79%[activator]
38	-3	1%	nt
39	-4	0%	?
40	1	9%	15%

# Additional records:
entry	SMILES	Shiga inhibitor	Pf growth 48h	HCV inhibitor
41	C[C@@H](CSc1ccc(Br)cc1)CN1CC[C@H](O)CCC1=O	nt	82%[activator]	-16%
42	CCOC(=O)N1C2=NC(C(=O)OC)=C(C(=O)OC)[C@@H]3Nc4ccccc4[C@]23C[C@H]1C(=O)OC	-3	54%[activator]	13%
43	COc1ccc(C2CC(c3cccs3)=NN2C(=O)CCC(=O)O)cc1 (configuration not stated)	nt	21%	14%
44	COc1ccc(C(=O)/C=C2\NCC3c4ccccc4CCN3C2=O)cc1 (configuration not stated)	13	9%	-11%
45	Cc1ccc(-c2noc(CN3CCN(C(c4ccccc4)c4ccccc4)CC3)n2)cc1	18	?	-17%
46	Cc1[nH]n(-c2ccccc2)c(=O)c1C1(C(F)(F)F)C(=O)N(c2ccccc2)C2=C1C(=O)CC(C)(C)C2 (configuration not stated)	-6	nt	21%
47	CCn1cc(/C=C(\NC(=O)c2ccc(OC)c(OC)c2)C(=O)NCCCN2CCOCC2)c2ccccc21	-3	1%	-5%
48	CCOCCOc1nc2c(c(=O)n(C)c(=O)n2C)n1Cc1ccc(C)cc1	-5	-10%	-23%
49	COC(=O)c1ccccc1NC(=O)c1noc2c1CC(C(C)(C)C)CC2 (configuration not stated)	10	2%	-5%
50	CCn1cc(CNC(=O)c2cc(-c3ccccc3OC)nc3ccccc23)c(C)n1	-16	?	-14%

entry	CHX counter	Giardia FBPA inh	Pf growth 96h
41	nt	nt	36%[activator]
42	-4	0%[12.9 µM]	51%[activator]
43	-2	27%	?
44	4	-3%	-5%
45	5	-2%	?
46	-2	0%	?
47	-2	-2%	?
48	-1	0%	6%
49	-3	-1%	59%[activator]
50	-2	-1%	?

# Another view of part of the listing above:
no. | compound | Shiga inhibitor | Pf growth 48h | HCV inhibitor | CHX counter | Giardia FBPA inh | Pf growth 96h
41 | C[C@@H](CSc1ccc(Br)cc1)CN1CC[C@H](O)CCC1=O | nt | 82%[activator] | -16% | nt | nt | 36%[activator]
42 | CCOC(=O)N1C2=NC(C(=O)OC)=C(C(=O)OC)[C@@H]3Nc4ccccc4[C@]23C[C@H]1C(=O)OC | -3 | 54%[activator] | 13% | -4 | 0%[12.9 µM] | 51%[activator]
43 | COc1ccc(C2CC(c3cccs3)=NN2C(=O)CCC(=O)O)cc1 (configuration not stated) | nt | 21% | 14% | -2 | 27% | ?
44 | COc1ccc(C(=O)/C=C2\NCC3c4ccccc4CCN3C2=O)cc1 (configuration not stated) | 13 | 9% | -11% | 4 | -3% | -5%
45 | Cc1ccc(-c2noc(CN3CCN(C(c4ccccc4)c4ccccc4)CC3)n2)cc1 | 18 | ? | -17% | 5 | -2% | ?
46 | Cc1[nH]n(-c2ccccc2)c(=O)c1C1(C(F)(F)F)C(=O)N(c2ccccc2)C2=C1C(=O)CC(C)(C)C2 (configuration not stated) | -6 | nt | 21% | -2 | 0% | ?

# Further results.
entry	SMILES	Shiga inhibitor	Pf growth 48h	HCV inhibitor
51	CCOC(=O)N1CCN(Cc2ccccn2)CC1	-4	1%	0%
52	COc1cc(S(=O)(=O)N2CCCCC2)ccc1NC(=O)c1ccccc1Cl	9	9.3µM*	-6%
53	CC1CCc2cc(F)ccc2N1C(=O)c1cc2nc(-c3ccco3)cc(C(F)(F)F)n2n1 (configuration not stated)	-11	?	-6%&7%
54	CC(Sc1nnnn1-c1ccccc1)C(=O)NC1CCCC1 (configuration not stated)	nt	-2%	-17%
55	C=C(C)COc1ccc(-c2[nH]ncc2Oc2ccccc2OCC)c(O)c1	26	1.3µM*	?
56	COc1ccc(C2NC(c3ccc(OC)cc3OC)C(C)C(=O)C2C)c(OC)c1 (configuration not stated)	-21	?	25%
57	O=C(c1ccco1)N1CCN(c2ccc([N+](=O)[O-])cc2Cl)CC1	10	?	?
58	O=C(Nc1ccc(-n2nncc2-c2ccco2)cc1)c1ccc(F)cc1	24	?	?
59	CCCCc1nnc(NC(=O)c2ccc3[nH]c(=O)c(=O)[nH]c3c2)s1	-2	5%	18%
60	Cc1cc(C)n2ncc(C(=O)Nc3cccc(O)c3)c2n1	-18	6%	-17%

entry	CHX counter	Giardia FBPA inh	Pf growth 96h
51	2	14µM*	-3%
52	-2	0%	-4%
53	-2	-1%	160%[activator]
54	nt	nt	20%
55	9	-21%	1.2µM*
56	0	?	-6%
57	11	-2%	?
58	26	0%	-19%
59	-1	9%	14%
60	10	0%	12%

# Further compounds.
entry	SMILES	Shiga inhibitor	Pf growth 48h	HCV inhibitor
61	O=C(CN1CC=C(c2ccccc2)CC1)Nc1cc(Cl)ccc1Cl	18	-8%	-11%
62	CC(C(=O)Nc1nc(-c2ccc(F)c(F)c2)cs1)N1C(=O)C2CC=CCC2C1=O (configuration not stated)	nt	?	-16%
63	CCOC(=O)c1c(C)n(C)c2ccc(OC)c(NC(=O)CN3CCC4(CC3)OCCO4)c12	4	-3%	-10%
64	COc1ccc(-c2cc(C(=O)O)c3sc(N4CCCCC4)nc3n2)cc1OC	-10	?	-1%
65	O=C(NCC(c1ccco1)N1CCCC1)c1ccc(Cl)c(S(=O)(=O)N2CCc3ccccc32)c1 (configuration not stated)	nt	5.9µM*	4.5µM*
66	CCN(CC)S(=O)(=O)c1ccc(C(C)NC(=O)C2CCCN2C(=O)c2cccs2)cc1 (configuration not stated)	nt	-2%	-26%
67	CS(=O)(=O)N1CCC(NC(=O)Nc2ccc(OC(F)(F)F)cc2)CC1	nt	1%	1%

entry	CHX counter	Giardia FBPA inh	Pf growth 96h
61	1	-7%	?
62	nt	nt	-24%
63	-3	-5%	-18%
64	-4	-11%	?
65	nt	nt	?
66	nt	nt	?
67	nt	nt	?

# Outcome played no part in choosing rows, and some 24% of all compounds hit somewhere here.
